E coli WT exp – growth inhibitors of E. coli BW25113 wild type | OD600 absorbance | growth inhibition, % at 100 µM | 98,000 tested, 0.15% active | AID 710;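 active = growth inhibition above about 50% at one test dose, limit read from the data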;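 also: growth measured after 20 h incubation at 37 °C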
VCAM1 TNFa inh – reduces TNF alpha induced VCAM1 expression in HUVEC; HUVEC TNFa-induced VCAM-1 immunofluorescence, high-content imaging; inhibition, % at 2 µM; 95,000 tested, 0.48% active; AID 802;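 active = inhibition above the batch mean plus 3 SD, with images confirmed as a hit by eye, cut at about 37% in these data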;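 also: 0% = TNF-stimulated DMSO wells and 100% = unstimulated control wells; not every result past the cut was called active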
HUVEC tox TNFa – HUVEC cytotoxicity counter-screen, TNF alpha stimulated; HUVEC TNFalpha-stimulated, Hoechst cell count, imaging; cell count reduction, % at 2 µM; 93,000 tested, 0.17% active; AID 848;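 active = cell count reduction exceeding the screen mean by over 5 SD, scaled to untreated wells per plate, cut at about 78% in these data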;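 also: cells counted after 24 h of TNF alpha exposure following the 1 h pretreatment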
PLK1 PBD inh – Plk1 (human) PBD binding inhibition; inhibition, %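 (tested at about 20 µM)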; 97,000 tested, 0.13% active; AID 693; Plk1 PBD phosphopeptide binding, fluorescence polarization; P53350; in the data active = inhibition above about 34%, passing the limit was not always enough
hDAT+cocaine – human DAT dopamine uptake with cocaine, either direction; Q01959; LLC-PK1 hDAT cells, [14C]-dopamine uptake with cocaine IC80; actives deviate in either direction; B-score at 10 µM; 110,000 tested, 1.3% active;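 active = Z score or B-score, a plate-position-corrected score, falls beyond the plate's 99.7% confidence bounds, in either direction; inactive = both scores lie inside the 99.7% bounds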;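 also: scored against the spread of the other compound wells on the same plate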
PLK1 kinase inh – blocks human PLK1 kinase activity; P53350; recombinant PLK1 kinase, TR-FRET peptide phosphorylation; inhibition, % at 10 µM; 97,000 tested, 0.53% active;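 active = inhibition of 50% or more in the single-concentration screen; inactive = inhibition below 50%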;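 also: 0% = DMSO max control and 100% = H-89 dihydrochloride min control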
cytoskel mod – alters cytoskeleton assembly in HUVEC cells; HUVEC TNFa F-actin phalloidin imaging, high content; inhibition, % at 2 µM; 91,000 tested, 0.18% active;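 active = inhibition above the batch mean plus 3 SD and confirmed as a hit by visual image inspection, cut at about 30% in these data, passing the limit was not always enough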; also: strong numbers were not always called active
sEH inh – inhibitors of human soluble epoxide hydrolase. P34913. inhibition, % at 2 µM. 91,000 tested, 0.34% active. recombinant human sEH enzymatic activity assay; in the data active = inhibition above about 80%; also: values of inactives mirror those of a sister screen read the other way; many of its hits are not listed in these tables
Target sequence (P34913 whole entry, looked up): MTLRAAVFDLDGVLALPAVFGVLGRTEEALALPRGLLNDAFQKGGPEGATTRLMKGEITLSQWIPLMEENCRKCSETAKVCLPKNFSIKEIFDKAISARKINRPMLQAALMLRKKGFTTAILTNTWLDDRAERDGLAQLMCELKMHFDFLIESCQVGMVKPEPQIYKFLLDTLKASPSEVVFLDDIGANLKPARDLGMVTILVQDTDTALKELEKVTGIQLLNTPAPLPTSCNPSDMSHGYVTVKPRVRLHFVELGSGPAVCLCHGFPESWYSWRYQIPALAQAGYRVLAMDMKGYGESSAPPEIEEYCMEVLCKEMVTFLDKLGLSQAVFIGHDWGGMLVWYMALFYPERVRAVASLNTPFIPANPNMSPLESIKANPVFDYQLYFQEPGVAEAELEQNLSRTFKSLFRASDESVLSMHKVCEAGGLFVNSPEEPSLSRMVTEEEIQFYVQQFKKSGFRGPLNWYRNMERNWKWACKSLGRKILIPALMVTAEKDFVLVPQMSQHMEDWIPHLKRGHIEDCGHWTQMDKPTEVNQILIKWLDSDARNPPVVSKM
IL1B cytotox – toxic to HUVEC cells under IL-1B stimulation; HUVEC cell count loss, Hoechst imaging, IL-1B stimulated; cell count reduction, % at 2 µM; 94,000 tested, 0.41% active; AID 845;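 active = cell count reduction more than 3 SD above the screen-wide mean, cut at about 70% in these data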;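 also: normalized per plate to untreated control cells as the no-loss baseline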
* marks the source's active call; other numbers are inactive results; x = not tested or not shown. This is a random part of the collection; overall some 3.4% were active at least once.

SMILES	E coli WT exp	VCAM1 TNFa inh	HUVEC tox TNFa	PLK1 PBD inh	hDAT+cocaine	PLK1 kinase inh	cytoskel mod	sEH inh	IL1B cytotox
CNCc1ccccc1Sc1ccc(OC)c(OC)c1	11	14	-15	20	-0.51	-10	11	4	-56
CC(OC(=O)CCCN1C(=O)c2ccccc2C1=O)C(=O)Nc1ncc(Cl)cc1Cl (stereo unspecified)	-5	-7	-7	-1	0.018	-24	38	x	1
COc1cc(O)c(C(C)=O)cc1OC	x	-15	-42	-6	0.52	-2	7	6	-29
Cc1cccc(NC(=O)c2ccccc2OCC(=O)c2ccccc2)c1	-15	-8	-7	3	0.35	-4	0	10	2
O=c1cc(CO)occ1OCc1ccccc1	7	-16	-21	-15	-0.017	-15	10	-8	17
CCOC(=O)C1CCN(S(=O)(=O)Cc2ccccc2)CC1	4	14	-24	28	0.029	9	1	-12	-29
Cc1ccccc1NC(=O)c1ccc(C)c(S(=O)(=O)Nc2ccccn2)c1	-4	5	0	1	-0.98	-9	-6	-1	-9
CC(C)(C)c1ccc(-c2noc(CCC(N)=O)n2)cc1	-3	-14	-11	-19	1.4	-9	-15	3	6
O=C1Nc2ccc(S(=O)(=O)N3CCOCC3)c3cccc1c23	-3	89*	-23	9	-0.95	-16	-10	10	3
CCCNC(=O)Nc1cc(C)on1	5	-3	-28	-9	-1	6	8	-8	0
COc1cc(OC)cc(-c2ncc3ccccn23)c1	x	2	x	-12	1.7	-12	-9	-4	5
Nc1nc(COc2ccc3ccccc3c2)cs1	11	-14	-21	-9	1.1	-7	15	3	6
CCC(C(=O)NCc1ccco1)n1nc(-c2ccc(OC)cc2)ccc1=O (stereo unspecified)	4	-5	-16	4	0.21	-7	32	1	-20
Cc1cccn2c(=O)c(C=NCc3ccco3)c(Nc3ccc(SC(F)F)cc3)nc12	-6	-19	-5	-7	-1.1	-12	-3	3	31
COc1ccc(OCC(=O)N2CCN(C(=O)c3cccs3)CC2)cc1	-2	17	10	-20	-0.56	-8	0	2	27
O=C(c1ccccc1)c1c[nH]cc1-c1ccccc1	x	-13	-16	-6	0.17	-8	5	12	15
COC(=O)c1ccc(OCC(=O)NC(C)(C)C)cc1	-7	-3	-13	6	-0.18	-9	-2	-11	-13
CCOc1ccc(C(=O)N2CCCN(C(=O)c3ccc(OCC)cc3)CC2)cc1	-4	4	-25	0	-0.47	6	-9	-9	-9
CCOc1ccc(S(=O)(=O)Nc2cc(C)ccn2)c2ccccc12	-7	-5	-1	-6	-0.012	-9	-4	-10	-3
COc1ccc2c(c1)c1nnc(SCC(=O)N3C(C)CCCC3C)nc1n2C (stereo unspecified)	-7	-4	-23	-13	1.1	1	18	-4	-8
Cc1cnc(C(=O)OCC(=O)N2CCN(C(=O)c3ccco3)CC2)cn1	5	-4	13	5	0.16	1	-20	4	0
COCc1nnc(NC(=O)CCSc2ccccc2)s1	6	-2	-12	13	1.3	-8	-1	-2	-27
Cc1ccc(N/N=C/c2c(O)cc(C)oc2=O)cc1	-5	-5	1	-8	-0.78	-7	-27	12	0
CCOc1cc(N2CCOCC2)c(OCC)cc1NC(=O)COc1ncnc2ccc(Br)cc12	-6	1	-3	-7	-0.18	-5	-8	-9	-6
COc1ccc(C(=O)c2ccc(N(C)C)cc2)c(OC)c1	3	8	-29	-10	-0.19	-5	0	0	4

Fetched by compound from the entries so far:
SMILES	E coli WT exp	VCAM1 TNFa inh	HUVEC tox TNFa	PLK1 PBD inh	hDAT+cocaine	PLK1 kinase inh	cytoskel mod	sEH inh	IL1B cytotox
Cc1cccc(NC(=O)c2ccccc2OCC(=O)c2ccccc2)c1	-15	-8	-7	3	0.35	-4	0	10	2
Cc1ccccc1NC(=O)c1ccc(C)c(S(=O)(=O)Nc2ccccn2)c1	-4	5	0	1	-0.98	-9	-6	-1	-9

Remaining list, next part:
SMILES	E coli WT exp	VCAM1 TNFa inh	HUVEC tox TNFa	PLK1 PBD inh	hDAT+cocaine	PLK1 kinase inh	cytoskel mod	sEH inh	IL1B cytotox
CCOC(=O)C1=C(N)Oc2cc(C)oc(=O)c2C1c1cccnc1 (stereo unspecified)	-4	-14	-22	-7	-0.32	0	-7	-2	5
CCN1C(=O)/C(=C/c2cccs2)N(C)C1=S	-8	-1	-6	18	-0.56	-4	0	-4	-12
CCCCCCCCCS(=O)(=O)N/N=C/c1cccc([N+](=O)[O-])c1	6	10	-52	1	0.68	-26	-4	2	-28
COCCn1c(=O)[nH]c2cc(C(=O)N3CCN(c4ccccc4OC)CC3)ccc2c1=O	3	12	-6	-20	-0.5	-5	-1	1	-1
Cn1c(CN2CCOCC2)nnc1SCC(=O)NCCc1ccccc1	2	14	-4	26	-0.39	-13	-8	5	-33
CCn1c2ccccc2c2nnc(SCC(=O)NCCOC)nc21	-3	-7	-3	-7	-0.13	1	-13	-7	10
FC(F)(F)c1cc(-c2cccs2)nc(N2CCOCC2)n1	-11	-6	-15	7	0.036	-5	12	-17	-20
CCOC(=O)C1CCN(CC(=O)Nc2c(C(=O)OC)[nH]c3ccc(Cl)cc23)CC1	-11	-10	13	13	0.72	-6	10	2	22
Cc1cc([N+](=O)[O-])c(N2CCC[C@@H]2C(=O)O)c([N+](=O)[O-])c1	-1	6	-12	-23	-0.35	-11	3	3	-40
CCOc1ccc(N(CC(=O)NCc2ccco2)S(C)(=O)=O)cc1	-1	12	-18	-9	-1.1	-7	12	6	-6
c1ccc(Cc2nnc3n2CCCCC3)cc1	-11	12	-40	-16	0.23	-1	50	-3	-190
O=C(CN1CCC(n2nnc3cc(F)ccc32)CC1)N1CCc2ccccc2C1	-1	-4	-11	-16	1.7	-3	11	5	-6
COc1cccc(NC(=O)Nc2ccc3nsnc3c2)c1	25	x	x	-7	-0.095	3	x	x	x
CCNC(=S)NS(=O)(=O)c1ccc(CC)cc1	1	-19	x	14	-0.15	-5	-2	10	14
CCOC(=O)C1=C(c2ccccc2)Nc2nc(C)nn2C1c1cccc(OC)c1OC (stereo unspecified)	4	10	-34	0	0.96	-4	19	-11	-28
COc1ccc(C(=O)Nc2nc(-c3ccc(OC)cc3)c(-c3ccc([N+](=O)[O-])cc3)s2)cc1	-9	-11	-4	-2	-0.0054	-5	-11	0	1
Cc1ccc(C(NC(N)=O)c2ccccc2)cc1 (stereo unspecified)	-1	2	-15	0	-0.36	-8	18	4	-9
CCC(C)N(CC(=O)NCc1ccc(OC)cc1)C(=O)c1csnn1 (stereo unspecified)	6	1	-14	13	-0.035	-11	22	-9	-1
COc1ccc(C2=NN(C(=O)c3cccc([N+](=O)[O-])c3)C(c3cccc([N+](=O)[O-])c3)C2)cc1 (stereo unspecified)	-11	-13	-2	-7	1	-1	-5	-6	-6
CC(C)=CC/C=C1\CCC(C(=O)O)C(C(=O)O)C1 (stereo unspecified)	-4	-6	-52	21	-0.82	-1	10	7	3
COc1ccccc1OCc1nc(C#N)c(N2CCC(C(N)=O)CC2)o1	-1	12	6	31	-0.15	-4	-29	x	32
COc1ccc(C(=O)Nc2c(Cl)cc(Cl)cc2C(=O)NCc2ccco2)cc1	x	16	-25	1	-1.3	-9	13	-2	-8
COc1ccc(OC)c(NC(=O)C2C3C=CC(C3)C2C(=O)NCc2ccccn2)c1 (stereo unspecified)	-2	3	-28	18	1.8	-8	12	0	-25
COc1ccc(NC(=O)CCC2CCCC2)cc1OC	4	-7	10	5	1.1	-7	-13	32	-16
Cc1nc(NS(=O)(=O)c2cccs2)c2c3c(sc2n1)CCC3	-3	11	-35	-2	0.76	-19	3	-6	-32

Further compounds.
SMILES	E coli WT exp	VCAM1 TNFa inh	HUVEC tox TNFa	PLK1 PBD inh	hDAT+cocaine	PLK1 kinase inh	cytoskel mod	sEH inh	IL1B cytotox
CN1CCC(C2(O)c3ccccc3CSc3sccc32)CC1 (stereo unspecified)	x	-9	-42	6	-0.91	-11	12	2	-23
Cc1nc(Nc2ccc3c(c2)OCO3)c2oc3ccccc3c2n1	6	6	-9	17	0.083	12	-18	-13	-2
CCC(=O)Nc1sc2c(c1C#N)CC(C)(C)NC2(C)C	0	5	23	5	0.0033	-7	-27	x	-25
C=C(C)C(=O)Nc1ccc(OC(F)(F)C(F)F)c(NC(=O)C(=C)C)c1	12	-7	9	-7	0.27	-10	-41	7	-14
O=C(Cn1cc(C(F)(F)F)ccc1=O)N1CCN(S(=O)(=O)c2ccccc2)CC1	2	-14	-56	-5	-0.47	-11	1	0	-3
CC1CCc2c(sc(NC(=O)CN3CCN(C(=O)c4ccco4)CC3)c2C#N)C1 (stereo unspecified)	0	-7	8	-26	1.2	-3	18	1	21
CC(C)Oc1ccc(Cn2c(-c3ccco3)n[nH]c2=S)cc1	x	-9	1	7	-0.041	-15	-23	-6	-10
COc1ccc(C(=O)NCc2ccccc2OC)cc1	-7	20	-26	-12	-0.13	-12	-7	17	-23
Cc1nnc(NC(=O)CSc2cn(Cc3ccccc3)c3ccccc23)s1	-1	14	-10	1	-1.2	-6	-10	3	-35
CCOC(=O)N1CCC(NC(=O)Cn2nc(Cc3ccncc3)c3ccccc3c2=O)CC1	-2	2	-35	13	1.5	4	3	x	6
COc1ccc(C2C(C#N)=C(N)OC(C(C)(C)C)=C2C#N)cc1OC (stereo unspecified)	-8	3	-8	19	-0.011	-5	-11	x	-25
Cc1cc(C)nc(N2CCCC(C(=O)NC3CCCC3)C2)n1 (stereo unspecified)	-2	x	x	-27	0.16	2	-10	-9	23
CN1C[N+]([O-])=C(c2ccccc2)C1(C)C	4	-6	-1	6	0.076	-3	-14	8	-23
CCOC(=O)CC1(CC(=O)OCC)NC(=O)c2c(C)sc(C(=O)OCC)c2N1	10	2	-24	10	0.92	-8	13	-14	-3
COc1ccc(OC)c2[nH]c(C(=O)O)cc12	x	4	16	-4	-0.15	-1	-5	4	18
COc1ccc(NC(=O)c2ccco2)cc1NC(=O)c1cccnc1	-1	19	-32	13	0.46	-4	3	-27	-28
CCOC(=O)CNC(=O)CSc1nc(C)cc(C)c1C#N	-5	-3	9	-1	-1.4	-2	-8	2	-1
CO/N=C/c1ccc(N2CCN(C(=O)c3cccc(C(F)(F)F)c3)CC2)c([N+](=O)[O-])c1	-8	x	x	-11	0.35	-8	x	x	x
CN1CCN(S(=O)(=O)c2ccc(NC(=O)C(C)(C)C)cc2)CC1	0	-12	-19	-1	-0.27	0	11	-3	4
COCC(=O)Nc1nnc(Cc2ccc(OC)c(OC)c2)s1	-3	-11	42	-6	0.0097	-5	-10	-6	-14
c1ccc(-c2nnc3sc(-c4csc5c4CCCC5)nn23)cc1	2	2	-20	21	-0.47	-7	x	-8	-45
CS(=O)(=O)N(CC(=O)N1CCOCC1)c1ccc2c(c1)OCO2	4	15	-19	16	-0.52	-7	9	8	-24
O=C(c1ccc(Cl)cc1)c1ccc(OCC(O)CN2CCCCC2)cc1 (stereo unspecified)	-3	0	-3	0	1.9	-4	-4	-5	-2
Cc1cc(C)c(C(=O)CSc2nnc(-c3cccnc3)n2C)c(C)c1	3	25	-2	22	-0.16	-6	-5	5	-17
COc1cc(OC)cc(C(=O)N2CCN(Cc3ccccc3C(F)(F)F)CC2)c1	5	5	-24	12	0.49	5	8	7	17
O=C(CCSc1nnc(-c2ccncc2)o1)Nc1ccccc1	0	9	-4	9	0.14	-7	4	-12	-15
Cc1cc(NC(=O)COc2ncnc3sc(C)c(C)c23)no1	-11	-21	-31	-21	-0.26	15	1	0	-33
CCOc1cc(C(=O)OCC(=O)Nc2cc(C)on2)cc(OCC)c1OCC	-5	2	0	-2	-0.044	-9	-3	4	-3
CCC(CC)C(=O)Nc1cccc(C(=O)NCCc2ccc(S(N)(=O)=O)cc2)c1	8	18	-3	18	-0.018	-3	-12	-8	-21

Only hDAT+cocaine, HUVEC tox TNFa and sEH inh, for some of the entries so far:
compound | hDAT+cocaine | HUVEC tox TNFa | sEH inh
COc1ccc(C(=O)NCc2ccccc2OC)cc1 | -0.13 | -26 | 17
O=C(c1ccc(Cl)cc1)c1ccc(OCC(O)CN2CCCCC2)cc1 (stereo unspecified) | 1.9 | -3 | -5
CCC(=O)Nc1sc2c(c1C#N)CC(C)(C)NC2(C)C | 0.0033 | 23 | x

Screening results as filed in PubChem BioAssay.
